Compound activity: PubChem BioAssay, several laboratories
PREPL inhibitor: human PREPL enzyme inhibition. inhibition, % at 5.96 µM. Q4J6C6. 0.68% of 320,000 active. recombinant PREPL, fluorescence polarization activity-based probe; in the data active = inhibition above about 43%;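 also: 0% = enzyme with DMSO and 100% = wells lacking enzyme; many of its hits are not listed in these tables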
Efflux pump inh: inhibitors of Candida antifungal efflux pumps expressed in yeast. S. cerevisiae Candida pump triplex, Nile Red efflux. inhibition, % at 10 µM. 0.44% of 330,000 active. AID 485275;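 active = plate passing quality check with inhibition over a set limit, or well fluorescence over plate mean plus 4 SD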;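 also: Nile Red retained in pooled yeast measured as flow cytometry median fluorescence; 0% = buffer negative control and 100% = Enniatin B positive control; higher means more Nile Red kept so more efflux inhibition; some compounds called inactive have numbers as strong as hits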
PP1 counter: PP1-alpha (human) inhibition in PP5 counter-screen; inhibition, % at 6.7 µM; purified PP1alpha, OMFP fluorescence; 0.9% of 320,000 active;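 active = inhibition above the mean inhibition of all tested compounds plus 3 SD, computed separately for each screening campaign, cut at about 15% in these data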
Target sequence (P62136 whole entry, looked up): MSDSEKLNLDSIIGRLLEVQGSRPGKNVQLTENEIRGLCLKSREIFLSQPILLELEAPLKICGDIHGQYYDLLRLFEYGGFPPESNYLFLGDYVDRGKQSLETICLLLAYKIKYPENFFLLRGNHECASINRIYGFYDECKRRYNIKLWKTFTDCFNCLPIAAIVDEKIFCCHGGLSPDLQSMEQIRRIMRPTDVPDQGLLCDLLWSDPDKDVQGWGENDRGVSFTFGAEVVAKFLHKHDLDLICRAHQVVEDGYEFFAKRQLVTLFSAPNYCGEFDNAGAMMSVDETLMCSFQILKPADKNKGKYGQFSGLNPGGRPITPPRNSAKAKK
PP5 inh: blocks human protein phosphatase 5 activity. purified PP5c, OMFP substrate fluorescence. 0.18% of 320,000 active. inhibition, % at 6.7 µM. P53041. AID 1987;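 active = inhibition above the campaign's mean inhibition across all tested compounds plus 3 SD, cut at about 9.5% in these data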;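 also: 0% = DMSO only and 100% = 100 µM cantharidin control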
core dimer inh: HCV core protein dimerization inhibition. TR-FRET GST/Flag-core106 dimerization, 1536-well. inhibition, % at 5 µM. 0.33% of 300,000 active. AID 1899;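 active = inhibition above the mean of all tested compounds plus 3 SD, set per screening campaign, cut at about 45% in these data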
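Material: GST/Flag-tagged HCV core106 proteins. Incubation: 4 h, 22.5 °C incubation. Read-out basis: inhibition (%) from 671 over 617 nm ratio. Measured by: TR-FRET, excitation 340 nm, emission 617 and 671 nm.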
CTSL1 counter: blocks F. hepatica cathepsin L1 in PFM18AAP counter-screen; recombinant F. hepatica cathepsin L1, Z-Leu-Arg-MCA fluorescence; 0.49% of 300,000 active; inhibition, % at 5.96 µM;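 active = inhibition above the mean of all tested compounds plus 3 SD, set per screening campaign, cut at about 17% in these data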;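 also: 0% = plate median of test compound wells and 100% = 1 µM Z-Phe-Ala-diazomethylketone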
TPT1 inhibitor: inhibitors of Candida albicans tRNA 2'-phosphotransferase TPT1 | recombinant caTPT1, FP RNA substrate dephosphorylation | inhibition, % at 5 µM | 0.81% of 300,000 active | AID 1962;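 active = inhibition above the mean of all tested compounds plus 3 SD, set per screening campaign, cut at about 24% in these data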;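 also: plate controls were DMSO alone for no effect and ferristatin control at 100 nM for full effect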
JMJD2C inh: inhibitors of human GASC-1 (JMJD2C) demethylase. Q9H3R0. GST-JMJD2C(1-420) H3K9me3 demethylation, DELFIA europium. inhibition, % at 2.35 µM. 0.069% of 330,000 active. AID 2099;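 active = more than half of a compound's replicate wells show inhibition beyond 50%, single wells judged on their own value; inconclusive = some, but no more than half, of replicates pass 50% inhibition; inactive = no replicate passes 50% inhibition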;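 also: signal counts dimethyl H3K9 product captured on neutravidin plate; 0% = median of DMSO wells and 100% = 0.3 times that DMSO median; strong numbers were not always called active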
Target sequence (Q9H3R0 1-420 limits assumed): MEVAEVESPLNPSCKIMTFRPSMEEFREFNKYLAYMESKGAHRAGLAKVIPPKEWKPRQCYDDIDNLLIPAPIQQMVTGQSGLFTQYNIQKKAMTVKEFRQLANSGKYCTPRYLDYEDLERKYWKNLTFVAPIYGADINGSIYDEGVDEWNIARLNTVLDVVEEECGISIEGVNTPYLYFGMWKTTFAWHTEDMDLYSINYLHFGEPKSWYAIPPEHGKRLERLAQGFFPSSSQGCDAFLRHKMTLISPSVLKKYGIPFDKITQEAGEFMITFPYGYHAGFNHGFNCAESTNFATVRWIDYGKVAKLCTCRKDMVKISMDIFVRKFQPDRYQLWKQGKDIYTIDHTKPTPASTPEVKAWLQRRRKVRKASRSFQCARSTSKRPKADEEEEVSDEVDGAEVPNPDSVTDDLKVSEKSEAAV
LYPLA2 inh: counter-screen for PME1 inhibitors: inhibitors of human LYPLA2. O95372. recombinant LYPLA2, FP-Rh probe fluorescence polarization. inhibition, % at 5.9 µM. 0.38% of 320,000 active;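 active = inhibition above the screen-wide mean plus 3 SD, limit set per campaign, cut at about 26% in these data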;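 also: 0% = LYPLA2 with DMSO and 100% = wells lacking LYPLA2 enzyme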
Target sequence (O95372 whole entry, looked up): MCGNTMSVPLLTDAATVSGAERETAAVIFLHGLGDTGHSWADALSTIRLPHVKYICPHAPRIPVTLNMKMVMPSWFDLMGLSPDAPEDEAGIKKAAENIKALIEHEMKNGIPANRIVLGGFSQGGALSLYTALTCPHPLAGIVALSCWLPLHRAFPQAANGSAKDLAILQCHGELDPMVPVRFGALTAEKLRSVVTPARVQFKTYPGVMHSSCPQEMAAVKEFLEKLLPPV
* marks the source's active call; other numbers are inactive results; i = inactive; ? = inconclusive; . = not tested or not shown; & = joins results of further samples. Some of the compounds tested; count on the stated rates, not on these rows.

Results follow in this order: TPT1 inhibitor | CTSL1 counter | LYPLA2 inh | core dimer inh | PREPL inhibitor | PP1 counter | Efflux pump inh | JMJD2C inh | PP5 inh
> CNc1nnc(-c2ccco2)s1
    -2 | -3 | -7 | -8 | 2 | -2 | -0.1 | 1 | 1.4
> COc1ccc(NC(=O)COC(=O)CCCc2c[nH]c3ccccc23)cc1
    1 | -15 | 5 | -1 | 22 | -6 | -0.3 | 0 | 6.7
> O=C(Nc1ccc(F)cc1F)C1CC(=O)N(Cc2ccccc2)C1 (stereo not given)
    . | . | 4 | . | 7 | -3 | 0.1 | 6 | 1.5
> COC(=O)c1sc(NC(=O)CSc2nc3cccnc3n2C)nc1C
    -5 | -2 | 3 | -11 | -1 | 4 | -0.1 | -7 | -6.2
> COc1ccc(NCc2nnc(SCC(=O)c3ccc(OC)cc3)o2)cc1
    0 | -2 | -2 | 2 | 13 | 2 | 0.0 | 5 | 1.0
> CC(OC(=O)c1ccc2c(=O)n3c(nc2c1)CCCCC3)C(=O)Nc1ccc(F)cc1Cl (stereo not given)
    1 | 0 | -5 | 6 | -4 | 6 | -0.1 | 1 | 2.5
> O=C(Nc1cccc(S(=O)(=O)Nc2ccc(Cl)cc2)c1)c1ccccn1
    . | . | -1 | . | -17 | 2 | -0.1 | 1 | 3.9
> O=S1(=O)CCN2C(=N1)SC1=C2CCN(Cc2ccccc2)C1
    0 | 9 | -1 | 1 | 3 | -1 | -0.1 | -4 | 0.1
> Cc1nn(C)c(C(=O)NNC(=S)NCc2ccco2)c1Cl
    2 | 0 | 8 | 0 | 19 | -5 | 0.2 | -5 | -0.4
> CCNC(=S)NNc1ccccc1
    -1 | -3 | 4 | 0 | 0 | -5 | -0.1 | -2 | -0.5
> COc1ccc2nc(SCC(=O)NCCc3ccccc3)[nH]c2c1
    -1 | 0 | 13 | -3 | -5 | -2 | -0.1 | 3 | 1.4
> COc1cc(NC(=O)C2CCCN(S(=O)(=O)c3cnc[nH]3)C2)cc(OC)c1 (stereo not given)
    1 | 1 | -3 | -1 | -6 | -7 | -0.2 | -17 | 1.9
> O=c1[nH]c(C2CCN(S(=O)(=O)c3ccc(C(F)(F)F)cc3)CC2)nc2c1nnn2Cc1ccc(F)cc1
    -1 | 5 | 2 | 15 | 0 | 19* | 1.9 | -11 | 6.1
> COc1cc(OC)cc(C(=O)N2CCN(C(=O)COc3ccc4ccccc4c3)CC2)c1
    -1 | 0 | 9 | 3 | 14 | -4 | 0.1 | 5 | -1.1
> COc1c(C)cc(Br)cc1C(=O)Nc1ccc(N2CCN(S(C)(=O)=O)CC2)cc1
    1 | 4 | -2 | 0 | 6 | 1 | -0.2 | 10&-2 | -1.5
> Cc1ccc(C)c(NC(=S)NCc2ccc3[nH]c4c(c3c2)CCCC4)c1
    -11 | -4 | 2 | 14 | 9 | 5 | 0.1 | 34 | 5.4
> O=C1C=C(c2cc(F)ccc2F)C[C@@H](c2ccc(Cl)cc2)C1
    . | . | -7 | . | -14 | 3 | -0.2 | 1 | 0.7
> Cc1ccccc1C(=O)Nc1c2c(nn1C(C)(C)C)CS(=O)(=O)C2
    1 | -5 | 7 | -8 | 1 | -1 | 0.3 | 8 | 1.6
> CCS(=O)(=O)N1CCN(c2ccccc2)CC1
    2 | -3 | -2 | -4 | 1 | -2 | 0.4 | 0 | -3.7
> C=CCN(c1ccccc1)S(=O)(=O)c1c(C)[nH]c(=O)[nH]c1=O
    0 | -2 | 4 | -8 | -24 | -2 | -0.1 | -8 | -2.1
> CN(Cc1ccccc1)C(=O)c1cn(C)c2ccc(S(=O)(=O)N3CCCC3)cc2c1=O
    -4 | 0 | -3 | -5 | -1 | -4 | 1.5 | 26 | -1.7
> C=CCn1c(SCc2cc(=O)n3ccsc3n2)nc2cc(Cl)ccc2c1=O
    1 | 1 | -27 | 1 | -3 | -4 | 0.0 | -3 | 0.6
> CC1CN(Cc2nc3c(c(=O)n(C)c(=O)n3C)n2Cc2cccc(Cl)c2)CC(C)O1 (stereo not given)
    0 | 5 | 1 | -10 | 6 | 0 | 0.1 | -12 | 3.2
> COc1ccc(C(=O)N2CCN(C(=O)c3ccco3)CC2)cc1
    -5 | -3 | 1 | -9 | -3 | -1 | 0.0 | 2 | 1.5
> Cn1c(-c2ccc(Br)cc2)cnc1NCc1cccnc1
    2 | 1 | -2 | -4 | 17 | 1 | -0.1 | 6 | 0.7
> O=C(OCCN1C(=O)c2ccccc2C1=O)c1cc(=O)[nH]c2ccccc12
    1 | 0 | 3 | -1 | -25 | -1 | 0.1 | 5 | 4.1
> Fc1ccc(NC(=S)NCCc2ccccc2)c(F)c1F
    0 | 2 | 11 | 2 | 0 | 1 | 0.0 | -6 | 2.3
> O=C(CCCc1ccccc1)N1CCc2ccccc21
    0 | 0 | 5 | 3 | 3 | 1 | 0.1 | i | 2.1
> O=S(=O)(Nc1ccc2c(c1)nc1n2CCOC1)c1ccc(Cl)cc1
    2 | -3 | -5 | -2 | 3 | -4 | 0.0 | -3 | -2.4
> Cc1ccc(OCCSc2nnc(C)c(=O)n2N)cc1
    -5 | 0 | -4 | 4 | -5 | -4 | -0.1 | 24 | 0.5

(further entries)
Results follow in this order: TPT1 inhibitor | CTSL1 counter | LYPLA2 inh | core dimer inh | PREPL inhibitor | PP1 counter | Efflux pump inh | JMJD2C inh | PP5 inh
> CC(C)/C(=N/Nc1ccccc1[N+](=O)[O-])c1ccccc1
    -1 | 2 | 3 | -2 | 3 | 5 | -0.1 | 8 | -0.4
> CCOc1ccccc1/C=N/n1c(C)nc2ccccc2c1=O
    2 | 4 | 12 | 5 | 3 | -3 | -0.1 | -1 | -2.7
> COc1ccccc1C(=O)Nc1nnc(SCC(=O)NCC2CCCO2)s1 (stereo not given)
    -1 | 1 | 3 | 6 | -6 | 0 | -0.1 | -4 | 3.4
> CCOC(=O)CNc1nc(C(C)(C)C)nc2c1nnn2Cc1ccccc1
    -1 | 5 | 1 | 8 | 7 | 4 | -0.1 | -4 | 6.9
> COc1ccc(NC(=O)c2ccccc2Sc2ccc(NC(C)=O)nc2)cc1
    2 | 7 | -1 | 0 | 17 | 1 | 0.0 | -7 | 0.7
> O=C(CSc1nc(-c2ccccc2)cs1)Nc1cccc([N+](=O)[O-])c1
    1 | 0 | -30 | 9 | -23 | 3 | 0.0 | 1 | 1.6
> O=[N+]([O-])c1c(N2CCN(CCO)CC2)nc2ccccn12
    3 | -5 | 4 | 1 | -6 | -7 | 0.5 | 5 | 2.5
> CC(C)CNC(=S)NC(=O)c1ccccc1Cl
    3 | -1 | -2 | -8 | -5 | 0 | 0.4 | 4 | 1.9
> O=C(Cc1ccccc1)NNC(=S)Nc1ccccc1
    1 | 4 | 0 | 4 | 1 | 6 | 1.2 | -14 | -3.6
> Cc1ccc(NC(=O)CO/N=C(\N)c2nonc2N)cc1C
    0 | 1 | 12 | 7 | -3 | -3 | 0.1 | -13 | -0.9
> Cc1noc(/C=C/N(C)C)c1S(=O)(=O)N1CCCC(C(=O)Nc2ccc(F)cc2F)C1 (stereo not given)
    11 | -1 | 2 | 11 | 7 | 1 | 0.0 | 2 | 0.1
> Cc1cccc(NC(=O)CN2CCN(C(=O)c3cccc(-n4cnnn4)c3)CC2)c1C
    . | . | 9 | . | 23 | -3 | -0.1 | 8 | -0.4
> Cc1ccsc1C(=O)OCC(=O)c1cc2ccccc2o1
    1 | 1 | -3 | 7 | 10 | 2 | -0.1 | -7 | 2.7
> CCOc1ccccc1NC(=O)CSc1ccc([N+](=O)[O-])cc1
    0 | 2 | 4 | 4 | -2 | -3 | 0.0 | -9 | -0.1
> Brc1cccc(OCCN2CCCCC2)c1
    -4 | 2 | 4 | -8 | -1 | 1 | 0.0 | -1 | -0.7
> Cc1ccc(N(C(=O)c2csnn2)C(C(=O)NC2CCCCC2)c2ccccn2)cc1C (stereo not given)
    1 | -2 | 0 | -2 | -2 | 3 | 0.0 | 3 | 1.2
> Cc1ccccc1NC(=O)C[n+]1cc(-c2ccccc2)n2c1CCC2
    2 | -2 | 5 | 1 | 7 | -5 | -0.2 | 10 | 3.2
> O=C(NCCCN1CCOCC1)c1ccc2c(c1)N(Cc1ccccc1)CCS2
    0 | 8 | 11 | -2 | 13 | 8 | 0.1 | 5 | 2.4
> CCN(Cc1ccccc1)C(c1ccccn1)c1nnnn1C(C)(C)CC (stereo not given)
    -1 | -1 | -3 | 1 | 13 | -4 | 0.0 | -2 | 0.5
> O=c1oc2ccccc2c(Nc2ccc(F)cc2)c1[N+](=O)[O-]
    0 | 3 | 2 | 4 | 1 | 3 | 0.0 | 0 | 0.1
> COC(=O)N1C(=O)[C@](c2ccccc2)(C2CCCC2)N1C(=O)OC
    0 | 2 | -6 | 2 | 5 | -7 | 0.3 | -1 | 2.5
> O=C1CSC(c2ccncc2)N1Cc1ccccc1 (stereo not given)
    0 | -4 | -5 | 1 | 2 | -5 | 0.1 | 7 | 3.1
> CC1CCC(NC(=O)CC(NC(N)=O)c2ccccc2Cl)CC1 (stereo not given)
    3 | 2 | 8 | -3 | 1 | 2 | 0.3 | 5 | 5.7
> c1ccc(-n2nnnc2CN2CCOCC2)cc1
    0 | 3 | 4 | -2 | 16 | -1 | 0.5 | -3 | -0.3
> CCCCN(C(=O)NC(=O)Nc1ccccc1OC)S(C)(=O)=O
    -1 | 0 | 6 | 2 | 3 | -4 | 0.0 | 2 | -0.8
> CC(C)(C)C(=O)c1cn(CC(=O)NCc2ccc3c(c2)OCO3)c2ccccc12
    -1 | -2 | 0 | 12 | 6 | 4 | 0.3 | 7 | 1.7
> C/C(=N/NC(=O)c1sc(=S)n(C)c1C)c1ccccc1
    -3 | 1 | -4 | -9 | -11 | -5 | 0.0 | 7 | 4.1
> O=C(NCc1ccc(F)cc1)C(=O)NCC1OCCN1S(=O)(=O)c1ccc2c(c1)OCCO2 (stereo not given)
    -2 | -2 | 4 | 1 | 2 | -2 | -0.1 | 18 | -0.8
> CC1CC(C)CN(C(=O)c2ccc(NS(=O)(=O)c3ccc4[nH]c(=O)[nH]c4c3)cc2)C1 (stereo not given)
    1 | -3 | 0 | -1 | -2 | -2 | 0.0 | 1 | 3.0
> COC(=O)C1=C(C)N=C2SCCC(=O)N2C1c1ccc(C(=O)OC)cc1 (stereo not given)
    -3 | 0 | 1 | -6 | 21 | -1 | 0.0 | -2 | -0.7

(next part)
Results follow in this order: TPT1 inhibitor | CTSL1 counter | LYPLA2 inh | core dimer inh | PREPL inhibitor | PP1 counter | Efflux pump inh | JMJD2C inh | PP5 inh
> O=C(COC(=O)c1ccc(Cl)nc1)Nc1ccccc1OC(F)F
    8 | -2 | -8 | -4 | 2 | -3 | 0.2 | 9 | 0.9
> Cc1ccc(S(=O)(=O)N2CCC(C(=O)Nc3ccncc3)CC2)cc1
    -2 | 2 | 1 | 4 | 0 | -10 | 0.0 | ? | 0.2
> CCN(Cc1ccccc1)C(=O)CSc1nc(C)cc(=O)[nH]1
    -4 | 0 | -1 | -2 | 4 | 3 | -0.1 | 6 | 0.9
> CC1(NC(=O)c2cc(S(=O)(=O)N3CCCCC3)ccc2Cl)CCS(=O)(=O)C1 (stereo not given)
    -1 | 2 | 1 | 1 | 18 | -6 | -0.1 | 1 | -1.6
> CCCCNC(=O)N1CCc2ccccc2C1
    -1 | 6 | 11 | 3 | 12 | -3 | 0.1 | 1 | 1.5
> CN(C)S(=O)(=O)c1cc(NC(=O)CN2CCN(c3ccccc3F)CC2)ccc1Cl
    -4 | 2 | -3 | 2 | 1 | -2 | 0.5 | 7 | 0.5
